KDM5B inhibitor = blocks human KDM5B histone demethylase activity; Q9UGL1; KDM5B demethylase, FDH-coupled NADH fluorescence (FDH is formaldehyde dehydrogenase); Potency, µM (highest dose often 57.7 µM), inactives show top-dose activity change, negative = inhibition, hits mostly inhibitors; 2.6% of 220,000 active; AID 1347165; active = well fitted inhibition curve with a large enough effect; inconclusive = small, poorly fitted or top-dose-only effect; inactive = no such curve, though single readings can be large or run the other way; also: 0% is about no effect; nearly all actives have a fitted effect of over 70% in size
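Measured: NADH fluorescence change, 30 min, RT. System: KDM5BΔAP 200 nM final, H3K4me3 peptide, α-KG, Fe(II), ascorbate, NAD⁺ plus FDH, pH 7.5 HEPES. Compounds: titrated, 10 min pre-incubation with enzyme.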
* hit, by the source's call; i = inactive; ? = inconclusive; [ ] = remark or other dose. Potency is read from the fitted curve at half-maximal effect. An excerpt. The share of hits here may be higher or lower than overall.

KDM5B inhibitor	Structure
4%	CN1C(=O)CCC2(CNC(=O)CCc3nc4ccccc4[nH]3)CCC=C12 (stereo not given)
-26%	CCOc1ccccc1NC(=O)N1CCCC(c2noc(COc3ccccc3)n2)C1 (stereo not given)
-9%	CCNS(=O)(=O)c1cc(C(=O)NC)ccc1OC
-27%	O=c1oc2ccccc2cc1-c1cn2cc(Cc3ccc(Br)cc3)sc2n1
5%	COc1cccc(CCC(=O)N2CCC3(CC2)N(c2ccccc2)C(=O)CS3(=O)=O)c1
22%	COc1cc(OC)cc(C(=O)N2CCCN(S(C)(=O)=O)c3ccccc32)c1
-1%[86.2 µM]	CCN(CC)C(=O)[C@@H]1CCC[C@@H](NS(C)(=O)=O)CN(C)C(=O)C1
?	CCN(c1ccc(C)cc1C)S(=O)(=O)c1nnc(NC(=O)c2ccccc2OC)s1
8%	N#CCC(=O)Nc1ccc(C(=O)OCC(=O)N2CCN(c3ccccc3)CC2)cc1
0%	COc1ccc(NC(=O)Cn2c(=O)n(CCc3ccccc3)c(=O)c3c4c(sc32)CCCC4)cc1
?	COc1ccc(-c2cc(C(=O)Oc3cccc(C)c3)c3cc(C)ccc3n2)cc1
15%	O=C(Cn1cccc1-c1nc(-c2ccccc2)no1)Nc1cc(F)ccc1Cl

Part of the list above, with each value named.
> CN1C(=O)CCC2(CNC(=O)CCc3nc4ccccc4[nH]3)CCC=C12 (stereo not given)
- KDM5B inhibitor = 4%
> CCOc1ccccc1NC(=O)N1CCCC(c2noc(COc3ccccc3)n2)C1 (stereo not given)
- KDM5B inhibitor = -26%
> CCNS(=O)(=O)c1cc(C(=O)NC)ccc1OC
- KDM5B inhibitor = -9%

More entries follow:
KDM5B inhibitor	Structure
12%	O=C1CCC2(CNC(=O)C3CC3)CCCC=C2N1 (stereo not given)
?	Cc1ccc(N2CCN(c3ncncc3-c3nc(-c4ccccc4)no3)CC2)cc1
-24%	CCN(CC)CCCN1C(=O)C(=O)/C(=C(/O)c2ccc(OC)cc2)C1c1ccco1 (stereo not given)
-29%	Cc1onc(-c2ccccc2Cl)c1C(=O)N1CCN(c2ccc(F)cc2)CC1
-34%	O=C(COC(=O)c1cncc(Br)c1)Nc1ccc(N2CCCCC2)cc1
?	COC(=O)[C@@H]1Cc2ncn(C(C)C)c2CN1S(=O)(=O)c1ccc([N+](=O)[O-])cc1
7%	CCC(=O)N1CCC(Oc2ncccc2C(=O)N(C)C)C1 (stereo not given)
27%[86.2 µM]	COc1ccc([C@H]2C[C@@H](O)[C@@H](O)[C@@H]2NC(=O)Cc2ccc(Cl)cc2)cc1
25%	Cc1nc(-c2c3n(c(=O)n(CC(=O)Nc4ccc(Cl)cc4F)c2=O)CCCCC3)no1
-2%	CC(=O)c1cc(C(=O)NC2CCCN(c3nc4ccccc4s3)C2)[nH]n1 (stereo not given)
-11%	CCN(Cc1ccccc1)C(=O)Nc1ccc2c(c1)N(C)C(=O)c1ccccc1S2
-25%	COC(=O)C1=C(N)N(c2ccc(Br)cc2)C2=C(C(=O)CCC2)C1c1ccc(OC)cc1 (stereo not given)

In the list so far, 2 contain an NH in an aromatic ring.
KDM5B inhibitor	Structure
4%	CN1C(=O)CCC2(CNC(=O)CCc3nc4ccccc4[nH]3)CCC=C12 (stereo not given)
-2%	CC(=O)c1cc(C(=O)NC2CCCN(c3nc4ccccc4s3)C2)[nH]n1 (stereo not given)

Remaining list, next part:
KDM5B inhibitor	Structure
?	O=C(Nc1ccsc1)N[C@H]1C[C@H]2C(=O)NC[C@@H](CCC(=O)N3CCCCC3)N2C1
-18%	COC(=O)CSc1ncc2c(n1)-c1ccccc1N(Cc1ccc(Cl)cc1)S2(=O)=O
6%	CN(CCNC(=O)C1CCC(=O)N(Cc2ccc(Cl)cc2)C1)CCc1ccccc1 (stereo not given)
?	Cc1ccsc1[C@@H]1CCN(Cc2ccc(C#CC(C)(C)O)cc2)C[C@H]1O
?	Cc1ccc2c(c1)c(=O)c1ccccc1n2CCCC(=O)Nc1ccc(C)c(C)c1
1%	Cc1ccc(C(=O)NC2CC(c3nnc(Cn4cccn4)n3C)C2)s1 (stereo not given)
-3%	COC(=O)c1cc2sc(Cl)cc2n1CC(=O)Nc1cc(OC)cc(OC)c1
-13%	CC(C)c1nccn1CCCNC(=O)c1ccc(N2CCCC(CO)C2)nc1 (stereo not given)
i	COc1ccccc1/C=C/c1nc(C#N)c(NCCCN2CCOCC2)o1
-24%	CCc1nc2ccc(C(=O)NCc3ccc(N(C)C)cc3)cc2nc1CC
4%	CC1(C(=O)N2C[C@@H](Oc3ccccc3)C[C@H]2C(=O)NC2CC2)CCCCC1
?	N#Cc1c(-c2ccc(F)cc2)c2c([nH]c1=O)-c1ccccc1OC2
95%[activator]	COc1ccc(NC(=O)c2sc3c(c2C)C(c2cccc(C(F)(F)F)c2)CC(=O)N3)cc1 (stereo not given)
-17%	Cc1ccc(CNC(=O)Cn2c(=O)n(Cc3ccccc3)c(=O)c3sc4ccccc4c32)cc1
-7%	CCOc1ccc(S(=O)(=O)[C@H]2CS(=O)(=O)C[C@@H]2N2CCN(c3ncccn3)CC2)cc1
?	COc1cccc(-c2noc(Nc3cc(OC)c(OC)c(OC)c3)n2)c1
14%	Cc1ccccc1NC(=O)CSc1nccc(-c2ccc(OC(F)F)cc2)n1
-14%[86.2 µM]	CC(C)(C)c1coc([C@@H]2COCCN2Cc2ccccc2)n1
-8%	CCN(Cc1ccccc1)C(=O)CN1C(=O)CSc2ccc(S(=O)(=O)N(CC)CC)cc21
-22%	O=C1C(N2CCN(S(=O)(=O)c3cc(F)cc(F)c3)CC2)CCN1Cc1ccccn1 (stereo not given)
-17%	COc1cc(C(=O)Nc2c(NCc3ccccc3)c3ccccc3oc2=O)cc(OC)c1OC
?	Cn1c(=O)cc(C(=O)N/N=C/c2ccc(Cl)cc2)[nH]c1=O
346%[activator]	N#Cc1nc(-c2ccco2)oc1N1CCN(CC(=O)N2CCCCC2)CC1
105%[activator]	CCOC(=O)c1cc(C#N)c(Nc2ccccc2OC)nc1C(F)(F)F
-2%	CCC(CC)(Cc1nc2ccccc2s1)C(=O)Nc1ccc(N2CCOCC2)cc1
?	COc1ccccc1-n1[nH]c(C)c(Cc2cccc(Cl)c2)c1=O
?	Cc1ccc(S(=O)(=O)c2c(O)cc(C)c(NS(=O)(=O)c3ccc(Br)cc3)c2C)cc1
14%	Cc1ccc(NC(=O)CCCc2cccs2)c(Br)c1
3%	COc1ccc(CCC(=O)N2[C@@H]3CC[C@H]2CC(NC(=O)c2ccncc2)C3)cc1 (stereo not given in full)
-21%	COc1ccc(NC(=O)CN(c2cccc(C)c2C)S(=O)(=O)c2ccccc2)cc1OC
28%	CCOC(=O)c1ccc(NC(=O)CSc2nnc(CC)o2)cc1
?	COc1cc(/C=C(\C#N)c2nc3ccccc3n2C)cc(OC)c1OC
24%	Cc1cc(C)n(CC(=O)N2CCC3(CC2)CC(N2CCN(C(C)C)CC2)CCO3)n1 (stereo not given)
11%	CN1CCCCCCN(S(=O)(=O)c2cccc(F)c2)[C@H]2CCC[C@H]2C1=O
7%	O=C(NCC1CCCO1)Nc1c(NC2CCCC2)c2ccccc2oc1=O (stereo not given)
-5%[115 µM]	O[C@H]1[C@H](NCC2CC2)[C@@H](c2cncnc2)C[C@H]1O
7%	Cc1ccc(C(=O)NC2CC2)cc1NC(=O)NC1CCC(C)CC1 (stereo not given)
-10%	Cc1c(F)cccc1NC(=O)N1C[C@@H](F)C[C@H]1C(=O)N1CCCCC1
13%	Cn1ncc(N2CCCC(CC(=O)NC3CC3)C2)cc1=O (stereo not given)
3%	CCc1cccc(NC(=O)CCS(=O)(=O)c2cc(Br)cc3c2N(C(C)=O)CC3)c1
?	CN1CC(=O)N(C2CNC2)Cc2c(NC3CC3)ncnc21
9%	Cn1c(=O)c2c(ncn2CCC(=O)Nc2cc(Cl)cc(Cl)c2)n(C)c1=O
-55%	CCCN(C(=O)c1cc(S(=O)(=O)N2CCc3ccccc32)cn1C)c1ccc(OCC)cc1
?	CN(C)c1ccc(/C=C(\C#N)c2nc3ccccc3c(=O)[nH]2)cc1
11%	CCCCc1ccc(NC(=O)Nc2cccnc2)cc1
-17%	COC(=O)C(CCSC)NC(=O)N(C1CCCCC1)C1CCCCC1 (stereo not given)
?	c1ccc(CNc2nc(Nc3ccccc3)nc3ccccc23)cc1
10%	CC1CCN(c2ccc(NC(=O)c3ccccc3SC3CCS(=O)(=O)C3)cc2)CC1 (stereo not given)

4 entries from above, arranged by the value under KDM5B inhibitor, ascending.
mol | KDM5B inhibitor
CCCN(C(=O)c1cc(S(=O)(=O)N2CCc3ccccc32)cn1C)c1ccc(OCC)cc1 | -55%
COC(=O)C(CCSC)NC(=O)N(C1CCCCC1)C1CCCCC1 (stereo not given) | -17%
Cn1c(=O)c2c(ncn2CCC(=O)Nc2cc(Cl)cc(Cl)c2)n(C)c1=O | 9%
CC1CCN(c2ccc(NC(=O)c3ccccc3SC3CCS(=O)(=O)C3)cc2)CC1 (stereo not given) | 10%

Further results:
KDM5B inhibitor	Structure
-7%	Cc1ccc(CNC(=O)C2CCN(S(=O)(=O)N3CCCCC3)CC2)cc1
9%	O=S(Cc1cccc(C(F)(F)F)c1)Cc1ccc(F)cc1Cl (stereo not given)
?	CC(C)COC(=O)Cn1nnc2sc(-c3ccccc3)cc2c1=O
-21%	O=C(CN(c1ccc(Cl)c(C(F)(F)F)c1)S(=O)(=O)c1ccccc1)N1CCc2ccccc2C1
9%	O=C(NCc1cccs1)C1CCN(c2nccn3nc(-c4ccc(F)cc4)cc23)CC1
-9%	CCc1ccc(NC(=O)Cn2cc(S(=O)(=O)c3ccc(F)cc3)c(=O)c3cc(OC)ccc32)cc1
11%[115 µM]	CC(=O)N1CCn2cc(C(=O)Nc3ccc(Cl)cc3Cl)nc2C1
-6%	Cc1ccc2nc(Nc3cccc(Cl)c3C)c(-n3nc(C)cc3C)nc2c1
-7%	COCC(=O)N1CCCCCCNC(=O)[C@@H]2CCCC[C@@H]21
-16%	Cc1c(C(=O)OCc2ccccc2)sc(=S)n1C
11%	COc1ccccc1C(=O)CSc1nnc(Nc2cccc(C)c2C)s1
32%	CSc1ccc(C2NC(=O)CCC2[N+](=O)[O-])cc1 (stereo not given)
9%	COc1ccccc1N1CCN(C(=O)CCc2conc2-c2ccccc2F)CC1
28µM*	Cc1nc(N2CCC(NC(=O)c3cccc4[nH]ccc34)CC2)cc(C(F)(F)F)n1
?	O=c1c2cnc3nc(-c4ccncc4)nn3c2ccn1CCN1CCCCC1
?	CC(C)Cc1noc(-c2ccc(N3CCC(O)CC3)nc2)n1
32%	CCCN(CC1CCOC1)C(=O)NC(C)C (stereo not given)
?	CC(C)Oc1ccc(C(=O)N2CCN(CCc3ccccn3)CC2)cc1
-35%	CN1CCCN(C[C@@H]2CN(C(=O)CCc3ccc(F)cc3)C[C@@H]2CO)CC1
-18%	CC(C)(C)OC(=O)N1CCC(c2c(C(=O)N3CCN(C(=O)c4ccco4)CC3)cnn2-c2ccccc2Cl)CC1
5%	CCc1c(C)sc(NC(=O)c2ccc(C)s2)c1C(N)=O
6%	CCCOc1cccc(C2c3c(-c4c(C)cc(C)cc4O)n[nH]c3C(=O)N2CCO)c1 (stereo not given)
-15%	CCN(CC)S(=O)(=O)c1ccc2c(c1)N(CC(=O)N1CCN(c3cccc(Cl)c3)CC1)C(=O)CO2
-13%	CN(CCNC(=O)C1CCN(c2nc3cccnc3s2)CC1)C1CCCCC1
-15%	Cc1ccc(C2Cn3nnc(C(=O)N4CCN(C(=O)c5cccc(C)c5)CC4)c3CO2)cc1 (stereo not given)
-1%	CCOCc1nc(C2CCCN2C(=O)NCCC(=O)OCC)no1 (stereo not given)
?	CN(C)c1cccc(NC(=O)C2=NO[C@@H]3CN(c4cccnc4)C[C@H]23)c1
-4%	O=C(CCc1cccnc1)NCc1ccccn1
-5%	COc1ccc(CN2CC3(CCN(C(=O)Nc4ccc5c(c4)OCCO5)CC3)C2=O)cc1
-10%	COc1ccc(-c2nn(-c3ccccc3)cc2CN2CCN3CCCC3C2)c(F)c1 (stereo not given)
-1%	Cc1c(C(=O)N2CCC(C)CC2)c(S(=O)(=O)Nc2cccc(C(F)(F)F)c2)c(C)n1C
12%	CN(Cc1nc2ccccc2n1C(F)F)S(=O)(=O)c1ccccc1Br
-15%	O/N=C/c1ccccc1Br
-7%	CCn1nc(C(=O)Nc2ccnn2C2CCCC2)c2ccccc2c1=O
?	CCN(CC)S(=O)(=O)c1ccc(N(C)C)c(NS(=O)(=O)c2ccccc2C(F)(F)F)c1
-26%[86.2 µM]	Cc1cccc(-c2ccc3c(c2)C(=O)N2CC[C@H](NC(=O)C4CCCC4)[C@H]2C(=O)N3)c1C

A section from further up, for reference:
KDM5B inhibitor	Structure
?	CCN(CC)S(=O)(=O)c1ccc(N(C)C)c(NS(=O)(=O)c2ccccc2C(F)(F)F)c1
-26%[86.2 µM]	Cc1cccc(-c2ccc3c(c2)C(=O)N2CC[C@H](NC(=O)C4CCCC4)[C@H]2C(=O)N3)c1C

The listing continues.
KDM5B inhibitor	Structure
-28%	Cc1ccc(NC(=O)C(C)Sc2ncnc3c2sc2nc4c(cc23)COC(C)(C)C4)cc1 (stereo not given)
19%	Cc1c(Cl)cccc1S(=O)(=O)Nc1ccc(NC(N)=O)cc1
-3%	O=C(Cc1ccc(F)cc1)Nc1c(NCC2CCCCC2)c2ccccc2oc1=O
-13%	NC(=O)NNC(=S)Nc1ccc(SC(F)F)cc1
-4%	O=C(CN1CCN(Cc2ccc(F)cc2Cl)C1=O)NCCc1ccc(Cl)cc1
18%	O=c1[nH]nc2n1CCCC2
-10%	O=C(C1CN(c2ccccc2)C(=O)N1)N1CCC(Cc2ccccc2)CC1 (stereo not given)
9%	NS(=O)(=O)c1ccc(N/N=C/c2ccccc2)c([N+](=O)[O-])c1

Screening results as filed in PubChem BioAssay.
